Screening results deposited in PubChem BioAssay by several laboratories.
phage Ecoli inh – E. coli growth loss with phage present; growth absorbance; inhibition, % at 11.9 µM; 0.26% of 360,000 active; in the data active = inhibition above about 11%
PfHsp90 yeast 2 – reduces growth (ATP signal) of yeast expressing P. falciparum Hsp90; 0.32% of 310,000 active; inhibition, % at 9.4 µM; S. cerevisiae expressing PfHsp90, BacTiter-Glo ATP, 48 h; yeast lacking PDR1 and PDR3 efflux regulators; AID 504621;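 active = every replicate shows inhibition above about 80%, whatever the replicate mean, limit read from the data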;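 also: 0% = DMSO neutral controls and 100% = 20 µM radicicol positive controls; yeast relying on Plasmodium falciparum Hsp90 in place of its own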
AddAB inh – less growth of phage-infected E. coli with AddAB; 0.29% of 330,000 active; E. coli expressing H. pylori AddAB, absorbance growth; inhibition, % at 11.9 µM; AID 435030; in the data active = inhibition above about 12%;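 also: 0% = vehicle wells of infected cells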
Tat transport – inhibitors of E. coli Tat protein transport; AID 488895; 0.036% of 340,000 active; inhibition, % at 10 µM; E. coli MC4100 TorA-mCherry Tat export, fluorescence;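 active = mean replicate inhibition at least 50% and at least half of replicates individually reaching 50%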;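 also: exported cargo escapes ClpAP degradation while cytoplasmic cargo is degraded and loses fluorescence; 0% = median of neutral control wells and 100% = median of NaSCN control wells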
DAGLB inhibitor – diacylglycerol lipase beta (human) inhibition. inhibition, % at 5.17 µM. 0.059% of 340,000 active. AID 504411. Q8NCG7. HEK293T DAGLB membrane lysate, EnzChek fluorogenic substrate; in the data active = inhibition above about 34%;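 also: 0% = enzyme with vehicle and 100% = wells lacking enzyme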
Target sequence (Q8NCG7 whole entry, looked up): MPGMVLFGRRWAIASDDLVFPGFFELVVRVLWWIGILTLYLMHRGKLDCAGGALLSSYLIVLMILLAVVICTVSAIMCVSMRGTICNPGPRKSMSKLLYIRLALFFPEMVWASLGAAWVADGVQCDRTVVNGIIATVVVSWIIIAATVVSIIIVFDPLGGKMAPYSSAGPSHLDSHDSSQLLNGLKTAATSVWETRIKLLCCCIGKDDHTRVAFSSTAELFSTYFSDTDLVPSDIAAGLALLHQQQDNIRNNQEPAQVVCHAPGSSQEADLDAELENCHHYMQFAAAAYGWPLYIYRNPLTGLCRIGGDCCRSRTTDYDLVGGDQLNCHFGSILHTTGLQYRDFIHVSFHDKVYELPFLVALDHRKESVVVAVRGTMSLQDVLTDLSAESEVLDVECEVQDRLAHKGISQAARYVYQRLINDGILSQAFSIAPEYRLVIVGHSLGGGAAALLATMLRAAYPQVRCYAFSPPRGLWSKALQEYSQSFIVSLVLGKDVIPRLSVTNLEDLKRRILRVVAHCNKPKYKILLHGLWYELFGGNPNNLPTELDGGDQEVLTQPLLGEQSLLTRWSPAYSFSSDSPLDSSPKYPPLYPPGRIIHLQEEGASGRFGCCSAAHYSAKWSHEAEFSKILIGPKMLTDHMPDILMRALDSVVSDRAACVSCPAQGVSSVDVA
PvdQ acylase – blocks Pseudomonas aeruginosa PvdQ acylase activity | inhibition, % at 10 µM | AID 488965 | 0.063% of 340,000 active | purified PvdQ acylase, fluorescence plate reader; in the data active = inhibition above about 30%, passing the limit was not always enough;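 also: 0% = vehicle neutral wells and 100% = reference inhibitor wells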
Rtt109 HAT inh – inhibitors of Candida albicans Rtt109/Vps75 histone acetyltransferase | purified Rtt109/Vps75, ThioGlo CoA-SH fluorescence, 4 h | inhibition, % at 34.9 µM | Q5AAJ8 | 0.16% of 330,000 active;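 active = inhibition of at least 50% in every replicate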
Target sequence (Q5AAJ8 whole entry, looked up): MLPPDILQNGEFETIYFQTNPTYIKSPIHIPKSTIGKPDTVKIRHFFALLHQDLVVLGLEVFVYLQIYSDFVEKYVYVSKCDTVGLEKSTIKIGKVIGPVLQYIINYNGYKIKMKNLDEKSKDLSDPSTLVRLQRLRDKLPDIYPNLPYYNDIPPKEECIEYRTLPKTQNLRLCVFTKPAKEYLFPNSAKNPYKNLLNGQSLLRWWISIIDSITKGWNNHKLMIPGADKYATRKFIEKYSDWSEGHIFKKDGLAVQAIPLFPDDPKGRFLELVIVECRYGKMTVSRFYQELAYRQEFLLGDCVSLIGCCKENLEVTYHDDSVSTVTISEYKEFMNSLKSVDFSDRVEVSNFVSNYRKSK
Wnt bcat act – activates Wnt/beta-catenin signaling in a reporter cell assay. AID 743398. activation, % at 9.35 µM. 1.2% of 300,000 active. activator, plate reader; in the data active = activation above about 30%, passing the limit was not always enough;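 also: 0% = neutral control wells and 100% = positive control wells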
CAL PDZ inh – blocks peptide binding to human CAL PDZ domain; 0.02% of 330,000 active; purified CAL PDZ, TMR-peptide fluorescence polarization, 1 h; AID 504414; inhibition, % at 20 µM; Q9HD26;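 active = highest replicate inhibition of at least 40%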;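 also: plate controls were DMSO neutral control wells for no effect and unlabeled competitor peptide control wells for full effect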
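material = purified tagged CAL PDZ domain construct (CerCALP) | compound dosing = 20 µM, one dose | times = 1 h at RT | measured by = fluorescence polarization from S- and P-plane intensities, G-factor corrected | read-out = inhibition from polarization loss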
Ecoli viability – counter-screen for AddAB inhibitors: E. coli growth inhibition. E. coli V3065 growth, OD600 absorbance, 18 h. inhibition, % at 11.9 µM. 0.27% of 330,000 active. AID 449728;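 active = inhibition above the campaign's mean inhibition across all tested compounds plus 3 SD, cut at about 9.9% in these data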;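 also: uninfected addAB+ strain grown without phage in ampicillin broth; 0% = DMSO wells and 100% = ciprofloxacin 0.95 µg/ml wells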
An asterisk follows results filed as active; · = no result given.

The first nine compounds, ahead of the listing:
SMILES	phage Ecoli inh	PfHsp90 yeast 2	AddAB inh	Tat transport	DAGLB inhibitor	PvdQ acylase	Rtt109 HAT inh	Wnt bcat act	CAL PDZ inh	Ecoli viability
CCCC1=C(C(=O)OCC)C(c2ccccc2OC)NC(=O)N1 (stereo unspecified)	1.5	-7	1.9	1	2	-1	4	·	0.8	-2.2
CC(C)NS(=O)(=O)c1ccc(CCC(=O)O)cc1	2.7	-7	0.6	-10	0	-12	-3	-5	-0.3	0.3
COC(=O)CN(C)C(=O)c1ccc(OC2CCN(S(=O)(=O)N(C)C)CC2)cc1	-2.6	3	4.2	-5	3	-6	3	2	3.6	0.6
O=C(O)c1ccc(NCc2cccs2)cc1	1.3	6	1.2	-3	-3	-11	-1	-1	-1.0	-3.5
O=C(NCCCNC(=O)c1ccc(Cl)cc1Cl)c1cnccn1	2.1	10	0.7	-3	-1	-13	-7	-1	-2.0	0.2
CN(C)c1ccc(C=C2C=Cc3ccccc32)cc1	3.0	-11	·	-7	-4	5	-1	0	-0.8	·
COC(=O)C1=CN(Cc2ccc(OC)c(OC)c2)C=C(C(=O)OC)C1c1cccc(O)c1	0.7	19	3.4	1	2	-14	-115	1	-0.3	-0.2
CCOCCNC(=O)c1ccc2c3c(cccc13)CC2	3.8	-7	-1.4	2	1	-13	-5	-3	-0.8	0.1
CN1CCN(c2ccccc2NC(=O)c2ccc(OCc3ccccc3)cc2)CC1	-0.9	1	1.6	2	-2	3	7	·	-1.8	-0.9

Main list (from the top)
SMILES	phage Ecoli inh	PfHsp90 yeast 2	AddAB inh	Tat transport	DAGLB inhibitor	PvdQ acylase	Rtt109 HAT inh	Wnt bcat act	CAL PDZ inh	Ecoli viability
CCCC1=C(C(=O)OCC)C(c2ccccc2OC)NC(=O)N1 (stereo unspecified)	1.5	-7	1.9	1	2	-1	4	·	0.8	-2.2
CC(C)NS(=O)(=O)c1ccc(CCC(=O)O)cc1	2.7	-7	0.6	-10	0	-12	-3	-5	-0.3	0.3
COC(=O)CN(C)C(=O)c1ccc(OC2CCN(S(=O)(=O)N(C)C)CC2)cc1	-2.6	3	4.2	-5	3	-6	3	2	3.6	0.6
O=C(O)c1ccc(NCc2cccs2)cc1	1.3	6	1.2	-3	-3	-11	-1	-1	-1.0	-3.5
O=C(NCCCNC(=O)c1ccc(Cl)cc1Cl)c1cnccn1	2.1	10	0.7	-3	-1	-13	-7	-1	-2.0	0.2
CN(C)c1ccc(C=C2C=Cc3ccccc32)cc1	3.0	-11	·	-7	-4	5	-1	0	-0.8	·
COC(=O)C1=CN(Cc2ccc(OC)c(OC)c2)C=C(C(=O)OC)C1c1cccc(O)c1	0.7	19	3.4	1	2	-14	-115	1	-0.3	-0.2
CCOCCNC(=O)c1ccc2c3c(cccc13)CC2	3.8	-7	-1.4	2	1	-13	-5	-3	-0.8	0.1
CN1CCN(c2ccccc2NC(=O)c2ccc(OCc3ccccc3)cc2)CC1	-0.9	1	1.6	2	-2	3	7	·	-1.8	-0.9
COC(=O)c1c(C)nc2c(c(SC)nn2-c2ccccc2)c1N	0.2	2	1.0	-7	0	-24	-4	·	-0.5	2.7
COc1cc(C(=O)Oc2cccnc2)cc(OC)c1OC	-0.2	13	-1.2	10	-1	-15	-26	-4	·	-0.1
CC(Sc1nnc(C2CC2)n1C1CC1)C(=O)N(C)Cc1cccc(F)c1 (stereo unspecified)	3.7	31	-0.8	-10	0	-12	1	1	-0.4	2.6
COc1cccc(-c2nc(SC)nc3sc(C(=O)NC(C)(C)C)c(N)c23)c1	2.8	-13	0.3	3	-9	-9	6	-7	-0.5	-0.2
COc1ccc(CNc2ccc(C)c(C)c2)c(OC)c1OC	2.3	-4	2.5	1	-3	6	29	-1	1.1	-2.5
Cn1cnc2cc(NCc3ccccc3O)ccc21	1.1	-21	-0.5	13	3	-6	-3	6	0.8	-0.3
COc1cccc(CC2(CO)CCCN(Cc3ccc(OC(F)F)cc3)C2)c1 (stereo unspecified)	2.4	-16	1.2	-7	-3	-13	-4	1	-1.2	-0.1
CCC(=O)Nc1cccc(NC(=O)CSc2nnc(C3CC3)n2C)c1	0.2	-4	0.6	-5	-3	-2	7	2	·	-1.9
O=c1ccnc(Sc2ncccc2[N+](=O)[O-])[nH]1	0.6	5	2.9	-13	0	-12	2	-3	-0.5	0.5
COc1ccc(Br)cc1CN(C)CC(=O)Nc1c(Cl)ccc(C)c1Cl	2.0	4	4.2	4	-14	5	12	-2	0.3	0.9
Cc1ccc(C(=O)N/N=C/c2cc(C)n(-c3ccc(Br)cc3)c2C)cc1[N+](=O)[O-]	3.1	-18	4.5	-11	2	3	7	·	-2.9	0.7
O=[N+]([O-])c1ccc(NCc2ccncc2)cc1	-0.3	-7	-0.9	5	-4	-15	5	4	-1.4	-0.9
CNC(=O)CN(c1ccc(C23CC4CC(CC(C4)C2)C3)cc1)S(C)(=O)=O	3.5	8	1.7	1	-1	8	5	-2	0.0	0.4
Cc1cccc2cc(CN(CCN3CCCC3)C(=O)NC3CCCCC3)c(=O)[nH]c12	1.8	0	-1.2	2	2	3	10	·	-1.7	-0.6
CCOC(=O)Cc1csc(NC(=O)Nc2cccs2)n1	3.9	-5	5.8	-12	-1	-10	3	5	·	0.5
NS(=O)(=O)c1cccc(NC(=O)COC(=O)C2CCCCC2)c1	4.7	18	2.0	-1	1	-12	-11	0	-0.7	0.1
O=[N+]([O-])c1c(O)c(Cl)cc(Cl)c1Cl (tested in a mixture with another compound)	7.5	·	·	11	13	-2	7	-1	-0.4	·
CCCCCCCNC(=O)CN1C(=O)CSc2ccc(S(=O)(=O)N3CCOCC3)cc21	-1.0	-8	0.2	1	-1	-4	-1	0	-3.0	-0.2
CCn1c(SCC(=O)N/N=C/c2c[nH]c3ccccc23)nnc1-c1ccc(C)cc1	3.9	7	-2.1	5	4	8	16	-3	-0.9	0.6
COc1ccccc1C(c1c(O)nc(SC)[nH]c1=O)c1c(O)nc(SC)[nH]c1=O	0.5	6	2.8	-6	-4	-4	-5	26	-0.1	-1.9
N#Cc1ccc(COC(=O)CC(NC(N)=O)c2ccc(Cl)cc2)cc1 (stereo unspecified)	1.4	-11	3.1	6	1	-6	0	-3	-0.4	-1.4
CCC(C)c1ccc(NC(=O)CSc2nncn2N)cc1 (stereo unspecified)	0.6	-13	-1.0	0	-1	-16	6	·	-0.2	0.4
CCOC(=O)c1c(C)nc2cc(C)ccn12	3.1	1	1.1	-9	1	9	17	·	-1.9	3.7
COC(=O)C(CC(C)C)NC(=O)C(Cc1ccccc1)NC(=O)C1CCCN1C(=O)OC(C)(C)C (stereo unspecified)	4.7	0	2.1	-2	0	-16	1	-3	-1.3	0.3
O=c1cc2[nH]c3ccccc3c(=O)n2nc1-c1ccccc1	1.9	-2	1.4	-6	0	-7	-104	·	-0.3	0.3
C1=C(CCNCC2CCCCC2)CCCC1	4.4	-12	0.7	2	-1	-8	-7	·	-1.8	-1.6
CCCCC(=O)Nc1ccc(NC(=O)c2ccc([N+](=O)[O-])cc2)cc1OC	2.5	0	3.1	-10	3	-14	-1	-1	1.2	1.2
CCCCCc1nnc(NC(=O)c2cccc(S(=O)(=O)N3CCOCC3)c2)s1	6.6	·	-1.8	13	-1	-4	6	-3	-0.9	-3.6
CC(C)(CO)NCc1cccc(OCc2ccc(Cl)cc2)c1	4.5	-15	1.1	-19	0	8	0	·	-2.1	1.9
O=C(CSc1nnnn1-c1cccc2c1CCCC2)N1CCOCC1	-0.6	·	-0.2	-10	2	4	-3	-2	-0.1	-0.3
O=C1NCCCC1C(=O)N/N=C/c1ccccc1O (stereo unspecified)	3.6	-5	0.7	0	-1	-6	·	0	-3.2	-2.7
CCN1CCN(c2nc(N)c([N+](=O)[O-])c(Nc3ccc(C)c(C)c3)n2)CC1	5.0	13	0.8	-9	2	-9	0	-2	-0.7	-1.1
CC(=O)N1Cc2ccccc2CC1C(=O)N1CCN(c2ccccc2)CC1 (stereo unspecified)	1.3	24	1.0	1	1	-7	-5	-2	-0.2	-1.6
O=C(C(Cc1ccccc1)n1cccc1)N1CCCCCC1 (stereo unspecified)	2.4	-4	-1.1	-6	0	0	-5	-4	-1.0	-0.9
Cc1ccc(CNc2ccc(N3CCOCC3)cc2)cc1	1.5	12	2.2	0	5	-3	2	0	-0.3	-0.4
COc1cccc(C2NC(=O)NC(C)=C2C(=O)OCC2CCCO2)c1 (stereo unspecified)	0.5	·	-1.5	-1	0	-6	-2	22	-1.2	0.7
CCS(=O)(=O)Nc1cc2c3c(c1)CCN3C(=O)CC2	4.0	4	2.7	-3	1	-8	-1	-1	-2.8	0.4
CN(Cc1ccon1)C(=O)C1CCC(=O)N(CCc2ccc(Cl)cc2)C1 (stereo unspecified)	0.2	16	·	7	1	-14	-3	0	-1.2	·
CCCOc1nc(N)c(C#N)c(-c2ccccc2F)c1C#N	-1.9	-1	·	-1	-4	3	-6	·	-1.8	·
Nc1c(C(=O)NCc2ccccc2)nnn1Cc1ccccc1	1.3	2	1.5	-16	-2	-4	6	-1	-1.0	0.3
COc1ccc(S(=O)(=O)N2CCN(Cc3ccc(Cl)cc3)CC2)cc1	-1.3	8	-0.4	8	-3	-6	10	·	-0.5	-1.2
COc1ccc(C(C[N+](=O)[O-])c2c(-c3ccccc3)cc3ccccn23)cc1 (stereo unspecified)	1.6	·	3.1	-16	2	-10	12	6	-1.3	-1.6
Cc1cc(NC(=O)c2cccnc2)ccc1NC(=O)c1ccco1	1.6	·	-0.2	-7	2	-4	6	-1	-0.4	-0.6
CC(C)OC(=O)CC12CN3CC(CC(=O)OC(C)C)(CN(C1)C(=O)c1ccccc1C3=O)C2=O	1.0	2	2.1	-16	-4	-4	3	-1	·	-0.6
Cc1ccc(S(=O)(=O)N2CCN(C(=O)COC(=O)CCOc3ccccc3C)CC2)cc1	-1.4	-4	-1.0	3	0	-19	-2	-1	-2.0	0.5
C=CC[C@@H](CC(=O)N[C@H](CO)Cc1ccccc1)C(=O)NC[C@H](OC(=O)[C@@H](CC=C)Cc1ccc(F)cc1)c1ccccc1	1.6	-3	-1.4	5	-3	0	-2	-6	0.2	-3.5
CNC(=S)N/N=C/c1cccc(OCc2ccccc2F)c1	3.7	-41	3.2	8	-2	-11	0	12	-0.8	0.1
Cc1cccc(Cl)c1OCCCn1ccnc1	0.4	-5	2.6	-2	-2	-13	-5	0	1.0	-0.7
CN(C)/C=C(\C=O)c1onc(-c2ccccc2Cl)c1C#N	-0.5	10	3.2	1	6	-2	3	-1	0.2	-1.1
CCOc1ccc(S(=O)(=O)N2CCC(C(=O)NC3CC3)CC2)cc1C	-1.7	17	1.1	-3	-2	-6	-4	-2	-1.7	-3.5
